FAK blocker: FAK kinase inhibitors, primary screen, biochemical; Focal adhesion kinase 1 (Homo sapiens), Q05397; biochemical FAK kinase activity assay; inhibition, %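 (tested at 7 µM)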; 97,000 compounds, 0.84% hits; AID 727, 2007; in the data active = inhibition above about 19%;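 also: 0% = DMSO and 100% = reference compound high control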
PLK1 inh: human PLK1 kinase inhibitors, primary screen, biochemical, TR-FRET | Serine/threonine-protein kinase PLK1 (Homo sapiens), P53350 | recombinant PLK1 kinase, TR-FRET peptide phosphorylation | 97,000 compounds, 0.53% hits | inhibition, % at 10 µM | AID 619, 2007;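 active = inhibition of 50% or more in the single-concentration screen; inactive = inhibition below 50%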;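 also: 0% = DMSO max control and 100% = H-89 dihydrochloride min control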
Target sequence (P53350 whole entry, looked up): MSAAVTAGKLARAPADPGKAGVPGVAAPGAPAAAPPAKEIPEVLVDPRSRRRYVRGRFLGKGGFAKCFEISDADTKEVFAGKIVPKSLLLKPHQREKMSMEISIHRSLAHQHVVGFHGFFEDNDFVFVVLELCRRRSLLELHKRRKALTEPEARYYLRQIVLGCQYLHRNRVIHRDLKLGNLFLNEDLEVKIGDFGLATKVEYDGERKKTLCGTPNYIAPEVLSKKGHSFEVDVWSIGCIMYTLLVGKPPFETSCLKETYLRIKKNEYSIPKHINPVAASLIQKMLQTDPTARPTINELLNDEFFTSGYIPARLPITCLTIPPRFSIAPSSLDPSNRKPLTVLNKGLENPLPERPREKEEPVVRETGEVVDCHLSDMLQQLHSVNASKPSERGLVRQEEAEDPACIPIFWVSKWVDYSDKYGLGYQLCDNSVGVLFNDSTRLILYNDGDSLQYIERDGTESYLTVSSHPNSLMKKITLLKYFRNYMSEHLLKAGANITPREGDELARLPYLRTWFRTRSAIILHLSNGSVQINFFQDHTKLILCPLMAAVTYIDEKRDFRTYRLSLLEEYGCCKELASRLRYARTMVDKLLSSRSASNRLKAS
ERa SRC1 inh: ERα–SRC-1 coactivator interaction inhibitors, primary screen, biochemical, TR-FRET, ERα LBD, estradiol-bound | Estrogen receptor (Homo sapiens), P03372 | TR-FRET ER-alpha LBD / SRC-1 peptide | inhibition, % at 25.6 µM | 86,000 compounds, 1.7% hits | AID 629, 2007; in the data active = inhibition above about 50%;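 also: 0% = receptor plus peptide control and 100% = peptide only without receptor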
CD11b adhes inh: inhibitors of CD11b/CD18 adhesion to fibrinogen, primary screen, K562 cells, luminescence; Integrin beta-2 (Homo sapiens) + Integrin alpha-M (Homo sapiens), P05107+P11215; ATPlite luminescence; Mn2+ added to activate the integrin; inhibition, % at 10 µM; 93,000 compounds, 0.54% hits; AID 1497, 2009;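 active = primary inhibition of 50% or more at 10 µM, then 40% or more on retest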; also: some results filed as inactive read as strong as hits
ERb coact inh: inhibitors of ERβ-SRC1 coactivator interaction, primary screen, biochemical, TR-FRET, ERβ LBD, SRC-1 peptide; inhibition, % at 25.6 µM; AID 633, 2007; Estrogen receptor beta (Homo sapiens), Q92731; 86,000 compounds, 1.3% hits; TR-FRET ER-beta LBD / SRC1-Cy5 peptide binding; receptor agonist-loaded with 1 µM estradiol;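 active = compounds whose percent inhibition of the receptor-coactivator binding signal exceeds about 50% in the single-dose screen, limit read from the data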;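 also: 0% = receptor plus peptide wells without compound and 100% = peptide-only wells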
CD11b adhes enh: enhancers of CD11b/CD18 adhesion to fibrinogen, primary screen, K562 cells, luminescence; Integrin beta-2 (Homo sapiens) + Integrin alpha-M (Homo sapiens), P05107+P11215; ATPlite luminescence; activation, % at 10 µM; 93,000 compounds, 0.07% hits; AID 1499, 2009;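 active = 10 µM primary screen giving 50% or more activity, confirmed by 40% or more on retest at that dose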; also: strong numbers were not always called active
PLK1 PBD inh: Plk1 polo box domain binding inhibitors, primary screen, biochemical, fluorescence polarization | AID 693, 2007 | inhibition, %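 (tested at about 20 µM)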 | 97,000 compounds, 0.13% hits | Plk1 PBD phosphopeptide binding; in the data active = inhibition above about 34%, passing the limit was not always enough
ERa SRC1 pot: enhancers of ERα–SRC-1 coactivator binding, primary screen, biochemical, TR-FRET, ERα LBD, low estradiol. TR-FRET ERalpha-LBD/SRC-Cy5 coactivator binding, 2 h; 100 = basal binding, no effect. coactivator binding (% of control), % at 25.6 µM. 86,000 compounds, 1.3% hits. AID 639, 2007; in the data active = activity above about 200%;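 also: binding measured in presence of low estradiol as agonist stimulus; 0% = peptide alone without receptor and 100% = receptor with peptide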
Rev-RRE block: HIV-1 Rev-RRE binding inhibitors, primary screen, biochemical, FRET, protein-RNA interaction. P05866. AID 704, 2007. Rev peptide-RRE RNA binding. inhibition, % at 8 µM. 97,000 compounds, 0.79% hits;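 active = inhibition above the screen-wide mean plus 3 SD, cut at about 35% in these data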;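 also: 0% = median DMSO wells and 100% = median Neomycin B control wells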
Target sequence (P05866 whole entry, looked up): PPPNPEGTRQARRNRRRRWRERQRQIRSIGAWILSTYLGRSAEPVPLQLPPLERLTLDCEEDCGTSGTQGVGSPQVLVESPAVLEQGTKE
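Assay system: Rev peptide and RRE RNA, both fluorescently labelled; times: 5 min preincubation and 15 min binding, 25 °C; detection: FRET, ex 480 nm, em 540 and 671 nm; read-out basis: % inhibition from 671/540 nm acceptor-to-donor ratio, scaled between controls; benchmarks: DMSO low control, neomycin B high control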
Numbers without * were called inactive; · = not tested or not shown; [ ] = another dose, or the depositor's remark.

#	compound	FAK blocker	PLK1 inh	ERa SRC1 inh	CD11b adhes inh	ERb coact inh	CD11b adhes enh	PLK1 PBD inh	ERa SRC1 pot	Rev-RRE block
1	O=C(CC1NC(=O)NC1=O)NC1(C(=O)NC2CCCCC2)CCCCC1 (stereo not drawn)	-1	-5	5[fluorescence artefact?]	-15	-8[fluorescence artefact?]	-5	-23	113[fluorescence artefact?]	3
2	Cc1ccc(S(=O)(=O)NC(=O)Nc2ccc(Cl)cn2)cc1	0	-8	-4	-2	-5	-5	-18	115	10
3	O=C(N1CCOCC1)C1(c2ccccc2)CCCCC1	1	-9	-4	-3	-8[fluorescence artefact?]	-2	5	102[fluorescence artefact?]	1
4	CN(C)S(=O)(=O)c1ccc(NC(=O)c2cccnc2)cc1	1	-8	7[fluorescence artefact?]	-7	2[fluorescence artefact?]	7	-10	111[fluorescence artefact?]	13
5	CC(C)OC(=O)c1cc2c(ccn2C)n1CC(=O)N1CCC(Cc2ccccc2)CC1	0	-7	32	·	1	·	-18	37	-1
6	Cc1ccc(Cl)cc1N1CCN(C(=O)C2CCCN(S(=O)(=O)c3cnc[nH]3)C2)CC1 (stereo not drawn)	·	·	-9	13	-1[fluorescence artefact?]	-1	·	112	·
7	Cc1cccc(OCCNC(=O)c2ncn[nH]2)c1	-8	-7	9	2	6[fluorescence artefact?]	3	-20	108	4
8	Cc1cc(C)cc(OC(C)c2ccnc3nc(/N=C/N(C)C)nn23)c1 (stereo not drawn)	1	-9	·	-15	·	6	-14	·	3
9	CC(C)(C)c1ccc(S(=O)(=O)Nc2cccnc2)cc1	5	-4	3	-2	-2	0	-36	101	7
10	FC(F)(F)c1cc(-c2ccco2)nc(-n2nc(C(F)(F)F)cc2C2CC2)n1	4	-5	5	-14	4[fluorescence artefact?]	-2	16	125	15
11	CC(C)NC(=O)C1(c2ccccc2)CCOCC1	-6	-10	-12	·	-10	·	-1	95[fluorescence artefact?]	7
12	COc1ccc(S(=O)(=O)Nc2nnc(C(C)(C)C)s2)cc1	4	-5	-2	6	-4	-7	7	101	3
13	CCOC(=O)C1CCN(C=Nc2cc(C)on2)CC1	-2	-3	-6	4	-14	0	22	137	8
14	Cc1ccc(NC(=S)NNC(=O)c2cn(C)nc2C)cc1	-2	-10	·	-11	·	2	7	·	3
15	CC(=O)Nc1ccc(NS(=O)(=O)c2cc(C)sc2C)cc1	-1	-11	4	4	0	-4	5	118[fluorescence artefact?]	3
16	CC(C)N(C(=O)C(=O)c1cccn1-c1ccccc1C#N)C(C)C	1	-8	16	-3	-6	0	-6	110	4
17	O=C(CNC(=O)c1ccco1)OCN1C(=O)c2ccccc2C1=O	3	-2	0[fluorescence artefact?]	-18	7[fluorescence artefact?]	0	19	111	1
18	O=C(c1cnc2sccn2c1=O)N1CCc2ccccc2C1	0	4	0	5	8	-1	-25	90	8
19	COc1ccc(C(CNC(=O)c2cc(C)oc2C)N2CCOCC2)cc1 (stereo not drawn)	1	-10	-7	7	1	-8	-33	111	6
20	Cc1ccc(OCC(=O)NCCO)cc1C	0	-6	-10	-1	-10	-6	-9	121	9
21	CCCC(=O)Nc1ccc2nc(SCC(=O)Nc3nccs3)sc2c1	2	-2	-33	-28	-4	-2	-1	91	4
22	Cn1c(NCc2cccs2)nc2ccccc21	-1	-9	-3	-28	-1[fluorescence artefact?]	-1	-9	105	6
23	Cc1cc(C)cc(N2CCCC2=O)c1	1	-9	-9	·	-3	·	-24	72[fluorescence artefact?]	6
24	Cc1ccc(NC(=O)c2cc(S(=O)(=O)c3ccccc3)ccc2Cl)cc1	1	-13	·	0	·	-1	-3	·	11
25	O=C(NCCC1=CCCCC1)C1CCN(S(=O)(=O)N2CCOCC2)CC1	-5	-11	-49	-12	-28	-2	9	98	-2
26	C/C(=C\C(=O)c1cccnc1)Nc1ccc(C(=O)O)cc1	1	-5	6	-10	1	-1	0	98	3
27	CCCc1nc2n[nH]c(N)c2c2c1COC(C)(C)C2	6	37	20[fluorescence artefact?]	1	-6	7	0	108	11
28	CC1CCN(C(=O)CSc2nnc(CN3CCOCC3)n2-c2ccccc2)CC1	1	-6	-15[fluorescence artefact?]	-29	-2	0	21	99	9
29	CC1=C([N+](=O)[O-])C(c2cccc(Br)c2)C2=C(N1)c1ccccc1C2=O (stereo not drawn)	5	-8	·	100	·	-11	42	·	12
30	COc1ccccc1OCc1ccc(C(=O)NCc2ccco2)o1	3	-6	34	-2	25	2	-28	83[fluorescence artefact?]	1
31	CC(C)Cn1c(CCCNC(=O)c2ccc(F)cc2)nc2ccccc21	3	-6	-5	-5	4	0	-14	105	3
32	CC1CCN(c2c([N+](=O)[O-])c(=O)n(-c3ccccc3)c3ccccc23)CC1	1	-14	·	6	·	5	-18	·	4
33	O=C1c2ccccc2N2C(=O)c3ccccc3C2N1O (stereo not drawn)	1	-11	-35	-6	-22	5	-16	103	4
34	C=C(C)CN(CC)C(=O)COc1ccc(S(=O)(=O)Nc2ccc(OC)cc2)cc1	30*	-16	·	16	·	0	13	·	5
35	Cc1ccc2cc3cc(C(=O)NCCCN4CCc5ccccc5C4)oc3nc2c1	-3	-6	2	0	6	-1	3	88[fluorescence artefact?]	12
36	Cc1ccc(NC2=C(N3CCOCC3)C(=O)c3ccccc3C2=O)cc1	43*	-10	·	24	·	-1	-20	·	10
37	CC1=C(C#N)C(NC(=O)c2ccco2)(C(F)(F)F)C(=O)N1 (stereo not drawn)	-4	-14	7	-5	2[fluorescence artefact?]	-2	3	109	4
38	Cc1ccc2c(c1)NCCO2	2	-3	-5	-10	-1	-4	0	113	7
39	COc1cccc(NC(=O)Cc2c(O)c3ccccc3[nH]c2=O)c1	·	·	4	-12	5	3	·	95	·
40	CCCCOc1c(Cl)cc(CNC(C)(C)CO)cc1OCC	4	-10	35[fluorescence artefact?]	-5	13	26	28	107	3
41	Cc1ccc(-n2nc3c(c2NC(=O)c2ccccc2Br)CS(=O)C3)cc1 (stereo not drawn)	2	-12	-3	-10	-8	2	-2	117	0
42	O=C(NC1CCCCC1)N1CCC(c2nc(-c3ccc(S(=O)(=O)N4CCCC4)cc3)no2)CC1	0	-8	22	1	18	2	11	151[fluorescence artefact?]	12
43	COc1ccc(CCNc2c(C)c(C)nc3ncnn23)cc1	1	-17	·	·	·	·	-10	·	6
44	Cc1ccn2cc(C(=O)NC3CCN(Cc4ccccc4)CC3)nc2c1	-1	-3	-1[fluorescence artefact?]	4	-1[fluorescence artefact?]	4	4	115[fluorescence artefact?]	-2
45	COc1ccc(C2NC(=O)NC(C)=C2C(=O)Nc2cc(C)ccc2C)cc1OC (stereo not drawn)	·	·	-2	-4	0	-4	·	116	·
46	COc1ccc(-n2c(C)cc(C(=O)COC(=O)Cn3cnc4ccccc43)c2C)cc1	-5	-4	0[fluorescence artefact?]	97*	14[fluorescence artefact?]	-9	0	98	4
47	CCOc1cc2c(C#N)c(N3CCCCC3)nc(N)c2c(N)n1	5	34	0	1	2	-6	2	79	19
48	COc1ccc(S(=O)(=O)N2CCN(c3ccc4nnc(-c5ccc(F)cc5)n4n3)CC2)cc1	1	-32	13[fluorescence artefact?]	-11	-8	8	2	137[fluorescence artefact?]	7
49	CCOC(=O)N1CCC(NC(=O)C2CCCN(C(=O)c3cc4sccc4n3C)C2)CC1 (stereo not drawn)	1	-4	-2	11	-6	-5	-25	107	7
50	CCOC(=O)C1C(=O)C=C(c2cccc(NS(C)(=O)=O)c2)CC1c1ccco1 (stereo not drawn)	0	-8	6	·	8	·	-13	87	3
51	COc1ccc(NC(=O)CSc2nnc(C3CCCCC3)n2-c2ccccc2)cc1	1	-13	-3	6	1	-3	-24	103	8
52	COc1ccc(NC(=O)CSc2nc(-c3ccncc3)nn2CC(=O)N2CCCC2)cc1	·	·	-10	4	-8	1	·	98	·
53	CCC(=O)N1CCc2cc(S(=O)(=O)N3CCN(c4ccccn4)CC3)ccc21	5	-9	33[fluorescence artefact?]	-10	0	-4	4	55	9
54	CCn1ncc(/C=C/C(=O)NCc2cnn(C)c2C)c1C	-1	-13	·	-11	·	-2	-36	·	4
55	Cc1cc(C)c(NC(=O)c2ccoc2C)c(C)c1	0	3	2	-6	1	-6	-15	95	10
56	CCC(CC)C(=O)Nc1cccc(/C(C)=N/NC(=O)c2ccccc2Cl)c1	0	-14	·	-8	·	2	-16	·	0
57	COCCN(C(=O)C1CC1)c1nnc(-c2ccc(C)cc2)s1	0	-2	-1	·	3	·	8	97	6
58	CC1(c2ccccc2)NC(=S)N2C1NC(=S)N2c1ccccc1 (stereo not drawn)	0	-10	-2	-13	0	-3	-5	91	6
59	CCOc1ccc(CNc2nc3ccccc3n2CCN2CCOCC2)cc1	0	-9	-13	·	-4	·	9	103[fluorescence artefact?]	1
60	O=c1[nH][nH]c(-c2ccccc2)c1C=Nc1ccc(Cl)cc1	12	-9	·	·	·	·	5	·	8

The results go on.
#	compound	FAK blocker	PLK1 inh	ERa SRC1 inh	CD11b adhes inh	ERb coact inh	CD11b adhes enh	PLK1 PBD inh	ERa SRC1 pot	Rev-RRE block
61	O=C(NC1(C(F)(F)F)C(=O)Nc2c1c(=O)[nH]c(=O)n2Cc1ccccc1)c1ccc(Cl)cc1Cl (stereo not drawn)	1	-11	-6	·	1	·	21	107	11
62	COc1cc(OC)cc(C(=O)Nc2ccccc2C(=O)N2CCCC2)c1	0	-7	-7	·	-8	·	9	122	-2
63	CC1Oc2ccccc2C=C1C1/C(=C(/O)c2ccccc2)C(=O)C(=O)N1CCCN(C)C (stereo not drawn)	4	-10	-2	5	2	-2	-37	102	-2
64	O=C1NCCCC1C(=O)Nc1ccccc1C(F)(F)F (stereo not drawn)	-1	-7	-8	-10	8	6	15	106	9
65	COc1ccc(CCN(Cc2cc3cc(C)cc(C)c3nc2Cl)C(=O)C2CC2)cc1	-3	-11	·	57	·	-6	-19	·	3
66	COc1ccc(S(=O)(=O)NCC(=O)N(CC(=O)NCC2CCCO2)c2ccccc2C)cc1 (stereo not drawn)	-4	-9	-2	22	-4[fluorescence artefact?]	-1	13	123	3
67	Cn1c(=O)c2cc(S(=O)(=O)NC(C(=O)Nc3cccc(F)c3)c3ccccc3)ccc2n(C)c1=O (stereo not drawn)	-3	-16	-7	-2	-5	4	2	107	2
68	CC1CCN(c2nc3ccc(C(=O)N4CCN(Cc5ccc6c(c5)OCO6)CC4)cc3s2)CC1	-2	-5	11[fluorescence artefact?]	56*	36[fluorescence artefact?]	-4	-11	85	2
69	COC(=O)C1=C(C)C(c2ccc(OC)cc2OC)NC(=O)N1 (stereo not drawn)	-2	-8	1	-5	10[fluorescence artefact?]	3	-17	128	1

2 entries from above, with two lines to a compound:
Results follow in this order: FAK blocker	PLK1 inh	ERa SRC1 inh	CD11b adhes inh	ERb coact inh	CD11b adhes enh	PLK1 PBD inh	ERa SRC1 pot	Rev-RRE block
66. COc1ccc(S(=O)(=O)NCC(=O)N(CC(=O)NCC2CCCO2)c2ccccc2C)cc1 (stereo not drawn)
    -4	-9	-2	22	-4[fluorescence artefact?]	-1	13	123	3
69. COC(=O)C1=C(C)C(c2ccc(OC)cc2OC)NC(=O)N1 (stereo not drawn)
    -2	-8	1	-5	10[fluorescence artefact?]	3	-17	128	1
